Screening results deposited in PubChem BioAssay by several laboratories.
Rev-RRE block – disrupts HIV-1 Rev binding to RRE RNA; P05866; Rev peptide-RRE RNA binding, FRET; inhibition, % at 8 µM; hit rate 0.79% among 97,000;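 active = inhibition above the screen-wide mean plus 3 SD, cut at about 35% in these data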;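 note: 0% = median DMSO wells and 100% = median Neomycin B control wells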
Target sequence (P05866 whole entry, looked up): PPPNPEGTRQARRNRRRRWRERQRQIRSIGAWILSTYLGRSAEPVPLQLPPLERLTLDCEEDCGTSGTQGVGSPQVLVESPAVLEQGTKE
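Test system: labelled RRE RNA duplex and labelled Rev peptide. Times: 5 min compound–RNA preincubation, then 15 min with peptide, 25 °C. Doses: single-dose 8 µM. Measured by: FRET, excitation 480 nm, emission 540 nm donor and 671 nm acceptor. Measure: % inhibition of FRET ratio versus controls.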
CD11b adhes enh – CD11b/CD18-fibrinogen binding enhancement; P05107+P11215; K562 CD11b/CD18 adhesion to fibrinogen, ATPlite luminescence; activation, % at 10 µM; hit rate 0.07% among 93,000;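 active = 10 µM primary screen giving 50% or more activity, confirmed by 40% or more on retest at that dose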; note: strong numbers were not always called active
ERa SRC1 inh – ER-alpha (human) coactivator binding inhibition. hit rate 1.7% among 86,000. TR-FRET ER-alpha LBD / SRC-1 peptide, estradiol-bound. P03372. AID 629. inhibition, % at 25.6 µM; in the data active = inhibition above about 50%;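 note: 0% = receptor plus peptide control and 100% = peptide only without receptor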
ERb coact inh – ER-beta (human) coactivator binding inhibition; hit rate 1.3% among 86,000; TR-FRET ER-beta LBD / SRC1-Cy5 peptide binding; receptor agonist-loaded with 1 µM estradiol; Q92731; inhibition, % at 25.6 µM;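 active = compounds whose percent inhibition of the receptor-coactivator binding signal exceeds about 50% in the single-dose screen, limit read from the data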;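 note: 0% = receptor plus peptide wells without compound and 100% = peptide-only wells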
Target sequence (Q92731 whole entry, looked up, the tested form may be a part): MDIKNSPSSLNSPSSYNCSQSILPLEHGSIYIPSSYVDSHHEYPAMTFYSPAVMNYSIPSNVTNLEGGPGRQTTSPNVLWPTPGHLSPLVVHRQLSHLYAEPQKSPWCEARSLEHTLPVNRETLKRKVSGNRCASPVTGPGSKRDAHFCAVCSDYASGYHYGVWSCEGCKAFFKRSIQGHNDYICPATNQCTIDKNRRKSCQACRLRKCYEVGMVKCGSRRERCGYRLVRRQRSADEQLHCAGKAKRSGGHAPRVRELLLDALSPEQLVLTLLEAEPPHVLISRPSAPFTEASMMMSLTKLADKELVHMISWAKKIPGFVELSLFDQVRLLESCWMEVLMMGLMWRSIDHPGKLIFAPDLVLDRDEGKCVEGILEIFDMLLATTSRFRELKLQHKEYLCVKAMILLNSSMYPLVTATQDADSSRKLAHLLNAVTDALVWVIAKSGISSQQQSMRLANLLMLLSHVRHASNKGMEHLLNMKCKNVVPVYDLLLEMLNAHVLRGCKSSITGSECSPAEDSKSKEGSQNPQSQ
FAK inh – inhibitors of human focal adhesion kinase; inhibition, %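 (tested at 7 µM)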; Q05397; biochemical FAK kinase activity assay; AID 727; hit rate 0.84% among 97,000; in the data active = inhibition above about 19%;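 note: 0% = DMSO and 100% = reference compound high control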
Plk1 PBD FP – Plk1 (human) PBD binding inhibition. P53350. Plk1 PBD phosphopeptide binding, fluorescence polarization. inhibition, %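 (tested at about 20 µM)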. hit rate 0.13% among 97,000. AID 693; in the data active = inhibition above about 34%, passing the limit was not always enough
Mac1 fbg inh – CD11b/CD18-fibrinogen binding inhibition. K562 CD11b/CD18 adhesion to fibrinogen, ATPlite luminescence; Mn2+ added to activate the integrin. hit rate 0.54% among 93,000. P05107+P11215. inhibition, % at 10 µM;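 active = primary inhibition of 50% or more at 10 µM, then 40% or more on retest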; note: some results filed as inactive read as strong as hits
ERa coact pot – enhances coactivator binding to human estrogen receptor alpha; P03372; TR-FRET ERalpha-LBD/SRC-Cy5 coactivator binding, 2 h; 100 = basal binding, no effect; coactivator binding (% of control), % at 25.6 µM; hit rate 1.3% among 86,000; in the data active = activity above about 200%;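 note: binding measured in presence of low estradiol as agonist stimulus; 0% = peptide alone without receptor and 100% = receptor with peptide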
PLK1 kinase inh – blocks human PLK1 kinase activity; P53350; recombinant PLK1 kinase, TR-FRET peptide phosphorylation; inhibition, % at 10 µM; hit rate 0.53% among 97,000; AID 619;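 active = inhibition of 50% or more in the single-concentration screen; inactive = inhibition below 50%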;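 note: 0% = DMSO max control and 100% = H-89 dihydrochloride min control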
* hit, by the source's call; [ ] = another dose, or the depositor's remark. Only part of the results is shown (hit frequency here may not be typical).

For COc1ccc(C2SCC(=O)Nc3c2c(C)nn3C2CCOC(C)(C)C2)cc1OC (configuration not stated) the results were Rev-RRE block 2, CD11b adhes enh -2, ERa SRC1 inh 0, ERb coact inh -1, FAK inh 0, Plk1 PBD FP -17, Mac1 fbg inh -18, ERa coact pot 103 and PLK1 kinase inh -35.
For O[C@H]1C2CCC1C(N1CCCCC1)CC2 (some centres not stated) the results were Rev-RRE block 6, CD11b adhes enh -2, ERa SRC1 inh 6[fluorescence artefact?], ERb coact inh 1[fluorescence artefact?], FAK inh -7, Plk1 PBD FP 1, Mac1 fbg inh -4, ERa coact pot 104 and PLK1 kinase inh -4.
CNC(=S)NC1CC2CCCC(C1)N2CC(C)C (configuration not stated) was read as Rev-RRE block 6, FAK inh -3, Plk1 PBD FP -6 and PLK1 kinase inh -6.
Screening Cc1nc2cc(C(=O)N3CCC4(CC3)OCCO4)ccc2n1-c1cccc(F)c1 returned Rev-RRE block 3, CD11b adhes enh -3, ERa SRC1 inh 3, ERb coact inh -9, FAK inh -2, Plk1 PBD FP -17, Mac1 fbg inh -1, ERa coact pot 122 and PLK1 kinase inh -10.
`Cc1cc(C)c(NC2=NCCCS2)c(C)c1` gave Rev-RRE block 1, ERa SRC1 inh 19, ERb coact inh 24, FAK inh -1, Plk1 PBD FP 3, ERa coact pot 106 and PLK1 kinase inh -5.
For CC1=NN(c2ccccc2)C(=O)/C1=C/c1c(O)[nH]c(=S)[nH]c1=O the results were Rev-RRE block 6, CD11b adhes enh -5, FAK inh -4, Plk1 PBD FP 39, Mac1 fbg inh -15 and PLK1 kinase inh -16.
COC(=O)C(O)(c1ccc(N(C)S(=O)(=O)c2ccccc2)cc1)C(F)(F)F (configuration not stated) was read as CD11b adhes enh -1, ERa SRC1 inh 0, ERb coact inh -1, Mac1 fbg inh 0 and ERa coact pot 111.
`O=c1cccc2n1CC1CC2CN(c2ncnc3c2cnn3-c2ccc(Cl)cc2)C1` (configuration not stated) gave CD11b adhes enh -1, ERa SRC1 inh -10, ERb coact inh 1, Mac1 fbg inh -3 and ERa coact pot 106.
CN(C)P1(N(C)C)=Nc2c(c(N)nn2C)C(c2ccccc2)=N1 was read as Rev-RRE block 5, CD11b adhes enh 2, ERa SRC1 inh -1, ERb coact inh 4, FAK inh 0, Plk1 PBD FP 4, Mac1 fbg inh 8, ERa coact pot 109 and PLK1 kinase inh -12.
Cc1cccc(OC(=O)N2CCOCC2)c1 was read as CD11b adhes enh -4, ERa SRC1 inh -6, ERb coact inh -7, Mac1 fbg inh -3 and ERa coact pot 128.
Screening O=c1cccc2n1CC1CC2CN(Cc2c(Cl)cccc2Cl)C1 (configuration not stated) returned CD11b adhes enh 4, ERa SRC1 inh -14, ERb coact inh -13, Mac1 fbg inh -3 and ERa coact pot 115.
Screening O=C(O)c1cc2ccccc2oc1=O returned Rev-RRE block 2, CD11b adhes enh 6, ERa SRC1 inh -3, ERb coact inh 1, FAK inh -2, Plk1 PBD FP 20, Mac1 fbg inh 0, ERa coact pot 133 and PLK1 kinase inh -5.
For CN1C(=O)C(Cc2cccs2)C(=O)N(C)C1=O the results were Rev-RRE block 5, CD11b adhes enh 1, ERa SRC1 inh -7, ERb coact inh 1, FAK inh -1, Plk1 PBD FP -5, Mac1 fbg inh 1, ERa coact pot 109 and PLK1 kinase inh 1.
COC(=O)c1c(C)n(Cc2ccc3c(c2)OCO3)c2ccc(O)cc12 was read as Rev-RRE block 10, CD11b adhes enh 0, ERa SRC1 inh 19[fluorescence artefact?], ERb coact inh 38, FAK inh 1, Plk1 PBD FP -9, Mac1 fbg inh -6, ERa coact pot 48[fluorescence artefact?] and PLK1 kinase inh -2.
Screening COc1ccc(N2CCN(C(CNC(=O)Oc3ccccc3)c3cccnc3)CC2)cc1 (configuration not stated) returned Rev-RRE block 0, CD11b adhes enh 2, ERa SRC1 inh -19, ERb coact inh -27[fluorescence artefact?], FAK inh -1, Plk1 PBD FP 3, Mac1 fbg inh -36, ERa coact pot 110 and PLK1 kinase inh -15.
For CC1(O)C[C@]2(C)N(O)C3CCCC[C@@H]3N2O1 (some centres not stated) the results were Rev-RRE block 5, CD11b adhes enh -5, ERa SRC1 inh -35, ERb coact inh -4, FAK inh 7, Plk1 PBD FP -12, Mac1 fbg inh 22, ERa coact pot 122 and PLK1 kinase inh -4.
`Cc1cc(S(=O)(=O)NCc2ccccc2)ccc1OCC(=O)N1CCN(C)CC1` gave Rev-RRE block 4, CD11b adhes enh 2, ERa SRC1 inh -6, ERb coact inh 3, FAK inh -3, Plk1 PBD FP 8, Mac1 fbg inh -14, ERa coact pot 116 and PLK1 kinase inh -12.
Screening CN1CCN(Cc2ccccc2C(F)(F)F)CC1 returned CD11b adhes enh -3, ERa SRC1 inh -7, ERb coact inh -2, Mac1 fbg inh -4 and ERa coact pot 122.
For CCCCCCn1c(O)c(C=Nc2c(C)n(C)n(-c3ccccc3)c2=O)c(=O)[nH]c1=O the results were Rev-RRE block 10, CD11b adhes enh -3, ERa SRC1 inh 8[fluorescence artefact?], ERb coact inh 3[fluorescence artefact?], FAK inh -1, Plk1 PBD FP -31, Mac1 fbg inh -14, ERa coact pot 108[fluorescence artefact?] and PLK1 kinase inh -24.
Screening CCC(=NCCC1=CCCCC1)c1c(O)[nH]c(=O)[nH]c1=O returned Rev-RRE block 7, CD11b adhes enh -2, ERa SRC1 inh 1[fluorescence artefact?], ERb coact inh 6[fluorescence artefact?], FAK inh 4, Plk1 PBD FP 3, Mac1 fbg inh 0, ERa coact pot 116[fluorescence artefact?] and PLK1 kinase inh -13.
For CCCCn1c(N)c(C(=O)NCc2cccs2)c2nc3ccccc3nc21 the results were Rev-RRE block 12, ERa SRC1 inh 38, ERb coact inh 26, FAK inh 4, Plk1 PBD FP 3, ERa coact pot 93 and PLK1 kinase inh 5.
Screening COCCOC(=O)c1c(N)n(Cc2ccccc2)c2nc3ccccc3nc12 returned CD11b adhes enh -3, ERa SRC1 inh -6, ERb coact inh -2, Mac1 fbg inh -16 and ERa coact pot 94.
For O=P(O)(O)C12CC3CC(CC(C3)C1)C2 the results were Rev-RRE block 10, CD11b adhes enh -2, ERa SRC1 inh 2, ERb coact inh 9, FAK inh -4, Plk1 PBD FP 4, Mac1 fbg inh -8, ERa coact pot 104 and PLK1 kinase inh -11.
Screening Cc1ccc(N=Nc2c(O)[nH]c(=O)[nH]c2=O)c([N+](=O)[O-])c1 returned Rev-RRE block 5, CD11b adhes enh -5, FAK inh -13, Plk1 PBD FP 11, Mac1 fbg inh -7 and PLK1 kinase inh -8.
Screening CCOC(=O)c1c(C)c(C(=O)N2CCC3(CC2)OCCO3)c(C)n1CC returned CD11b adhes enh 5, ERa SRC1 inh 0, ERb coact inh -5[fluorescence artefact?], Mac1 fbg inh -10 and ERa coact pot 142.
CCCCn1c(=O)c(C(=O)Nc2nc3ccccc3[nH]2)c(O)c2ccccc21 was read as CD11b adhes enh 20, ERa SRC1 inh 15, ERb coact inh 13, Mac1 fbg inh -5 and ERa coact pot 89.
`CCCCn1c(O)c(C=NCCN2CCCCC2)c(=O)[nH]c1=O` gave Rev-RRE block 7, ERa SRC1 inh -5, ERb coact inh -11[fluorescence artefact?], FAK inh -3, Plk1 PBD FP -15, ERa coact pot 137 and PLK1 kinase inh 1.
`CN(C)CCCN=Cc1c(O)n(CCc2ccc(F)cc2)c(=O)[nH]c1=O` gave Rev-RRE block 1, CD11b adhes enh -1, ERa SRC1 inh -5, ERb coact inh -2, FAK inh 5, Plk1 PBD FP -33, Mac1 fbg inh -12, ERa coact pot 98 and PLK1 kinase inh -12.
`CCC(=NCC1CCCO1)c1c(O)n(Cc2ccccc2)c(=O)[nH]c1=O` (configuration not stated) gave Rev-RRE block 0, FAK inh -1, Plk1 PBD FP 0 and PLK1 kinase inh -11.
`O=C1Nc2ccccc2/C1=C/c1cnc[nH]1` gave Rev-RRE block 3, FAK inh 75*, Plk1 PBD FP -10 and PLK1 kinase inh 61*.
Screening Cc1cc([P+](=O)O)c(C)n1-c1ccc(Br)cc1 returned Rev-RRE block 17, CD11b adhes enh 29, ERa SRC1 inh 33[fluorescence artefact?], ERb coact inh 24, FAK inh 3, Plk1 PBD FP 11, Mac1 fbg inh -12, ERa coact pot 70[fluorescence artefact?] and PLK1 kinase inh -4.
`CCSP1(=S)N=C(N2CCOCC2)C(C#N)=C2CCCN21` (configuration not stated) gave Rev-RRE block 5, CD11b adhes enh -2, ERa SRC1 inh 0, ERb coact inh 10, FAK inh 14, Plk1 PBD FP 0, Mac1 fbg inh 5, ERa coact pot 119 and PLK1 kinase inh -6.
Screening O=c1cc(C2CCNCC2)[nH][nH]1 returned Rev-RRE block 3, CD11b adhes enh -4, ERa SRC1 inh 2, ERb coact inh -7, FAK inh 6, Plk1 PBD FP -12, Mac1 fbg inh -6, ERa coact pot 142 and PLK1 kinase inh -10.
Screening C=Cn1c(P(=S)(N2CCOCC2)N2CCOCC2)cc2c1CCCC2 returned Rev-RRE block 4, CD11b adhes enh 23, ERa SRC1 inh -3, ERb coact inh 11, FAK inh -3, Plk1 PBD FP -7, Mac1 fbg inh -9, ERa coact pot 126 and PLK1 kinase inh -3.
For Cc1cc(CN(C)C)c(OC(=O)N(C)C)cc1C the results were Rev-RRE block 5, CD11b adhes enh -2, ERa SRC1 inh -1[fluorescence artefact?], ERb coact inh -2[fluorescence artefact?], FAK inh -1, Plk1 PBD FP 7, Mac1 fbg inh 4, ERa coact pot 126[fluorescence artefact?] and PLK1 kinase inh 0.
Screening Cn1cccc1CNCCc1ccc(F)cc1 returned Rev-RRE block 2, ERa SRC1 inh -4, ERb coact inh 2, FAK inh -2, Plk1 PBD FP -10, ERa coact pot 89 and PLK1 kinase inh -6.
For Cc1ccsc1-c1nc(CSCC(=O)N2CCC3(CC2)OCCO3)c(C)o1 the results were Rev-RRE block 5, CD11b adhes enh -3, ERa SRC1 inh -2, ERb coact inh -4, FAK inh -3, Plk1 PBD FP -20, Mac1 fbg inh -6, ERa coact pot 92 and PLK1 kinase inh -15.
COc1ccc(CN2C(=O)CC(=O)NC2=O)cc1 was read as Rev-RRE block 13, CD11b adhes enh -2, ERa SRC1 inh 8[fluorescence artefact?], ERb coact inh 1[fluorescence artefact?], FAK inh -2, Plk1 PBD FP -15, Mac1 fbg inh 11, ERa coact pot 93 and PLK1 kinase inh 0.
For Cc1cc(S(=O)(=O)NCC(C)C)ccc1OCC(=O)N1CCN(Cc2ccccc2)CC1 the results were Rev-RRE block 0, CD11b adhes enh -6, ERa SRC1 inh 12, ERb coact inh 3, FAK inh 0, Plk1 PBD FP -4, Mac1 fbg inh 4, ERa coact pot 96 and PLK1 kinase inh -13.
Screening Cc1cc(C=O)c(C)n1CC1CCCO1 (configuration not stated) returned Rev-RRE block 3, CD11b adhes enh 0, ERa SRC1 inh -8, ERb coact inh -15, FAK inh -1, Plk1 PBD FP -1, Mac1 fbg inh -16, ERa coact pot 101 and PLK1 kinase inh -8.

A draw from above in order of number of heavy atoms, rising.
Screening O=c1cc(C2CCNCC2)[nH][nH]1 returned Rev-RRE block 3, CD11b adhes enh -4, ERa SRC1 inh 2, ERb coact inh -7, FAK inh 6, Plk1 PBD FP -12, Mac1 fbg inh -6, ERa coact pot 142 and PLK1 kinase inh -10.
Screening C=Cn1c(P(=S)(N2CCOCC2)N2CCOCC2)cc2c1CCCC2 returned Rev-RRE block 4, CD11b adhes enh 23, ERa SRC1 inh -3, ERb coact inh 11, FAK inh -3, Plk1 PBD FP -7, Mac1 fbg inh -9, ERa coact pot 126 and PLK1 kinase inh -3.
For Cc1cc(S(=O)(=O)NCC(C)C)ccc1OCC(=O)N1CCN(Cc2ccccc2)CC1 the results were Rev-RRE block 0, CD11b adhes enh -6, ERa SRC1 inh 12, ERb coact inh 3, FAK inh 0, Plk1 PBD FP -4, Mac1 fbg inh 4, ERa coact pot 96 and PLK1 kinase inh -13.
